Screening results: PubChem, several laboratories
MEP2 TOR yeast: modulators of MEP2-GFP levels in yeast, primary screen, S. cerevisiae, multiplex flow cytometry, MLPCN library; S. cerevisiae MEP2-GFP strain, 3 h; 100% = DMSO control level; hit rate 0.51% among 330,000; GFP response vs DMSO, % at 10 µM;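 active means GFP response versus DMSO above a set limit, roughly screen mean plus 3 SD, cut at about 180% in these data; inconclusive means fewer than 70 cells counted for a yeast strain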;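 further: median GFP fluorescence of the barcode-gated MEP2-GFP cells per well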
AHR activator: AHR activators, primary screen, cell-based, luminescence, luciferase reporter, human; Aryl hydrocarbon receptor (Homo sapiens), P35869; hit rate 2.5% among 320,000; activation, % at 5 µM; AHR-responsive luciferase reporter cells; in the data active means activation above about 47%;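 further: 0% = vehicle wells and 100% = reference agonist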
Target sequence (P35869 whole entry, looked up): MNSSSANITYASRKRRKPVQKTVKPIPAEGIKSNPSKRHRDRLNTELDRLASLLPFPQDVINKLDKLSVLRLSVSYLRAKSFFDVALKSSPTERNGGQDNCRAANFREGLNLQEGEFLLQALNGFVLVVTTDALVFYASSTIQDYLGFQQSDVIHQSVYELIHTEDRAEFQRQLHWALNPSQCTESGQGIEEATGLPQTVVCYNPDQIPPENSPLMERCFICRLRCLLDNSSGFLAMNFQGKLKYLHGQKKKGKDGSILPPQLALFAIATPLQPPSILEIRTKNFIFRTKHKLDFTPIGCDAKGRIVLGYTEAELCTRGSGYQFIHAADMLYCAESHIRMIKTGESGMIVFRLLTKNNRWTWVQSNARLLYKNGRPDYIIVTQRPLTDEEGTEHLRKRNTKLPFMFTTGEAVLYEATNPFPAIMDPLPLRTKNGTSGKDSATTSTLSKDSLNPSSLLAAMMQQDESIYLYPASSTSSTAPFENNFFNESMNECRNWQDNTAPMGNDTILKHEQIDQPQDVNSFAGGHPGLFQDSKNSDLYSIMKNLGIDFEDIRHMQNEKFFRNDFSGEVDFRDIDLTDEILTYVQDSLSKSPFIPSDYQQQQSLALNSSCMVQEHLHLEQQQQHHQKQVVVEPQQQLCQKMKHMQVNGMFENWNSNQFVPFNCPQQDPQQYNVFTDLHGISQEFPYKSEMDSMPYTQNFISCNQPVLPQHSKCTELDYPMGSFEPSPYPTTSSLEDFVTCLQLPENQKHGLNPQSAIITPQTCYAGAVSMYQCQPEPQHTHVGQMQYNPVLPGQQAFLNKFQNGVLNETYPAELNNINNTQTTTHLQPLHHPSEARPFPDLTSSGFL
procasp3 activ: activators of human procaspase-3 D3A mutant, primary screen, biochemical, absorbance, PC-3 D3A mutant, single concentration; activation, % at 8.5 µM; hit rate 0.11% among 330,000; recombinant procaspase-3 D3A, Ac-DEVD-pNA absorbance 405 nm;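 active means activation above the mean of all tested compounds plus 3 SD, cut at about 21% in these data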;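 further: 0% = DMSO alone and 100% = DMSO wells spiked with extra 5 µM PC-3 D3A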
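Evaluation: percent activation relative to control range; Material: Procaspase-3 D3A mutant, all three cleavage aspartates alanine; Compound: single dose, 8.5 µM nominal compound, 0.8% DMSO; Replication: one well per compound; Signal: absorbance at 405 nm, 0 and 120 min; Schedule: 1 h preincubation plus 2 h reaction at 25 °C.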
EBNA-1 inhibitor: EBNA-1 DNA-binding inhibitors, primary screen, biochemical, fluorescence polarization | hit rate 0.34% among 300,000 | AID 1950, 2009 | inhibition, % at 14.8 µM; in the data active means inhibition above about 28%
LAP4-GFP MLPCN: modulators of LAP4-GFP expression in yeast, primary screen, S. cerevisiae, multiplex flow cytometry, MLPCN library | 3 h; median GFP as percent of DMSO wells | GFP response vs DMSO, % at 10 µM | hit rate 0.34% among 320,000 | AID 2023, 2009;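 active means GFP response vs DMSO above a set limit, about the screen mean plus 3 SD, cut at about 150% in these data; inconclusive means under 70 cell events counted for the yeast strain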
procasp7 counter: procaspase-7 activators, primary screen, counter-screen for procaspase-3 activator project, biochemical, absorbance, HTS, human; Caspase-7 (Homo sapiens), P55210; recombinant procaspase-7, Ac-DEVD-pNA absorbance 405 nm; D23A/D198A/D206A triple mutant, cannot self-cleave; scale: DMSO 0, 5 µM enzyme 100; activation, % at 8.5 µM; hit rate 0.093% among 330,000; AID 463210, 2010;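 active means percent activation above the screen-wide mean plus 3 SD, cut at about 25% in these data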
Target sequence (P55210 whole entry D23A/D198A/D206A): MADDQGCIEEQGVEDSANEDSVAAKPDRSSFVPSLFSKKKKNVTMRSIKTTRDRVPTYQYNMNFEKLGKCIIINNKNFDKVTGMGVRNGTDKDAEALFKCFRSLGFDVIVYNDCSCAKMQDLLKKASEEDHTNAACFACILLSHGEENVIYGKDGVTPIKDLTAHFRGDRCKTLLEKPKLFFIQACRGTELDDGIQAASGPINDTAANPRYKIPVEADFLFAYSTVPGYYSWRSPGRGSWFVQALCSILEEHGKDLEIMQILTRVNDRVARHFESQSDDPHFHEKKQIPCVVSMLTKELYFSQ
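buffer or medium = Zinc-free HEPES/NaCl buffer, pH 7.4 | material = Procaspase-7 triple mutant (PC-7 D3A) | input = 2 µM procaspase-7 mutant as dispensed | signal = Epi-absorbance of released pNA at 405 nm, two timepoints | timing = 1 h preincubation, 2 h reaction | replicates = singlicate compound testing | evaluation = % activation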
RPL19A-GFP yeast: RPL19A-GFP expression modulators in yeast, primary screen, cell-based, S. cerevisiae, multiplex flow cytometry, MLPCN; S. cerevisiae RPL19A-GFP strain, 3 h; active compounds read low; percent response vs DMSO, % at 10 µM; hit rate 0.3% among 330,000; AID 2025, 2009;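 active means percent response vs DMSO below 50%; inconclusive means fewer than 70 events counted for the yeast strain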;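 further: median channel GFP fluorescence of the barcoded RPL19A-GFP strain; ratio of sample median GFP to plate DMSO average so 100% = DMSO; lower means less RPL19A-GFP as with rapamycin TOR inhibition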
ZTA DNA inh: counter-screen for EBNA-1 inhibitors: inhibitors of Epstein-Barr virus ZTA. ZTA-DNA binding, fluorescence polarization. inhibition, % at 11 µM. hit rate 0.15% among 320,000. AID 2234; in the data active means inhibition above about 33%
* = called active by the depositor; u = inconclusive; x = no result given.

[1] Cc1noc(C)c1CSc1nc2sc3c(c2c(=O)n1C)CCCC3
[2] Cc1cc2c(o1)CC(C)(C)CC2=O
[3] Cc1nc2cc(N=NC3=C(O)CCCC3=O)ccc2s1
[4] N=c1c2c(-c3ccccc3)c(-c3ccccc3)n(Cc3ccco3)c2ncn1Cc1ccccc1
[5] CC(C(=O)Nc1ccc(S(=O)(=O)N2CCCCC2)cc1)N1CCN(c2ccccn2)CC1 (stereo unspecified)
[6] CCOC(=O)Cc1csc(NC(=O)c2sc3nc4ccc(C)cc4cc3c2N)n1

compound no.,1,2,3,4,5,6
MEP2 TOR yeast,95,93,97,110,100,97
AHR activator,6,0,11,0,-1,5
procasp3 activ,-1,-4,-6,1,4,-6
EBNA-1 inhibitor,-3,8,-19,0,0,0
LAP4-GFP MLPCN,105,108,95,102,99,91
procasp7 counter,1,4,-26,2,1,-13
RPL19A-GFP yeast,95,99,105,96,101,96
ZTA DNA inh,-3,7,-20,5,10,-8

[7] CC1CCCC(C)N1C(=O)COC(=O)/C=C/c1ccc(Br)o1 (stereo unspecified)
[8] COc1ccc(NC(=O)CN(C)S(=O)(=O)c2ccc(Br)s2)cc1
[9] O=C(Nc1cc(Cl)cc(Cl)c1)N1CCCC1
[10] C#CCOCCOCCOCCNc1nc(N2CCOCC2)nc(N2CCN(C(=O)CCCCCCCCCCNC(=O)[C@H](CO)n3cc(CCCSC)nn3)CC2)n1
[11] O=S(=O)(c1ccccc1)N1CCN(CCc2ccccc2)CC1
[12] CCOc1ccc(OCC)c(S(=O)(=O)NCCCN2CCOCC2)c1

compound no.,7,8,9,10,11,12
MEP2 TOR yeast,100,107,108,97,105,105
AHR activator,0,3,6,8,-5,4
procasp3 activ,-9,2,-4,4,9,10
EBNA-1 inhibitor,x,-24,-6,5,-6,-12
LAP4-GFP MLPCN,95,96,115,107,96,107
procasp7 counter,-36,0,6,-3,-9,3
RPL19A-GFP yeast,98,97,100,103,104,108
ZTA DNA inh,x,-11,-18,3,-5,2

[13] Cc1cccc(CC(C)NC(=O)CCc2nnc(-c3ccccc3)o2)n1 (stereo unspecified)
[14] O=c1[nH]c(CSc2ncc(-c3ccc(F)cc3)n2Cc2ccco2)nc2ccccc12
[15] CCCCC1=CC2=CC(=O)C(C)(OC(=O)CC)C(=O)C2=CN1c1ccc(OC)cc1 (stereo unspecified)
[16] CCOC(=O)COc1ccccc1/C=C\[N+](=O)[O-]
[17] CCOc1ccc(OCCC(=O)Nc2ccc(F)cc2C)cc1
[18] CCOC(=O)CSc1nnc(CNC(=O)c2cccc(C)c2)n1-c1ccccc1OC

compound no.,13,14,15,16,17,18
MEP2 TOR yeast,95,99,92,91,114,98
AHR activator,2,12,0,0,9,3
procasp3 activ,1,-12,-5,-6,4,-8
EBNA-1 inhibitor,1,2,3,-2,-5,-1
LAP4-GFP MLPCN,110,99,105,188*,113,99
procasp7 counter,4,9,-11,-7,9,3
RPL19A-GFP yeast,100,97,90,72,100,100
ZTA DNA inh,9,-2,3,18,-9,10

[19] CC/C(=N/Nc1ccccc1)c1cnnc(-c2ccccc2)n1
[20] Nc1nc(N)nc(-c2ccc(Cl)cc2)n1
[21] CC(NC(=O)CCC1COc2ccccc2O1)c1ccccc1 (stereo unspecified)
[22] CC(=O)C1C(c2ccc3ncccc3c2)NC(=O)NC1(O)C(F)(F)F (stereo unspecified)
[23] Cc1cccc(N2CCN(C(=O)COc3ccc4c(C)cc(=O)oc4c3C)CC2)c1C
[24] O=C(NCCc1ccccc1)c1cc2ccccc2oc1=O

compound no.,19,20,21,22,23,24
MEP2 TOR yeast,95,106,101,93,99,114
AHR activator,8,2,0,-1,-4,-3
procasp3 activ,-2,2,4,-5,3,0
EBNA-1 inhibitor,5,10,-6,2,3,-7
LAP4-GFP MLPCN,92,97,105,85,116,109
procasp7 counter,3,4,9,-1,1,5
RPL19A-GFP yeast,93,95,94,88,99,104
ZTA DNA inh,-6,-3,-1,-4,-6,-3

[25] O=C(N/N=C/c1ccccc1OCC(=O)N1CCCC1)C(=O)Nc1ccccc1F
[26] COc1ccc(OC)c2[nH]c(=O)c(CCNC(=O)Cc3cccs3)cc12
[27] Cc1cccc(N(C(=O)CNC(=O)c2cccs2)C(C(=O)NC2CCCC2)c2ccncc2)c1 (stereo unspecified)
[28] COc1ccc(C(C#N)c2ccc(Cl)nn2)cc1 (stereo unspecified)
[29] COC(=O)C1=C(CS(=O)(=O)c2ccc(Cl)cc2)NC(=O)NC1c1ccc(O)cc1 (stereo unspecified)
[30] COc1ccccc1CNC(=O)COC(=O)c1n[nH]c2ccccc12

compound no.,25,26,27,28,29,30
MEP2 TOR yeast,102,98,101,99,105,101
AHR activator,-2,0,4,-2,1,4
procasp3 activ,7,-5,-3,6,8,2
EBNA-1 inhibitor,-4,14,-1,9,7,-1
LAP4-GFP MLPCN,97,94,97,100,100,111
procasp7 counter,-11,6,-4,-12,-2,2
RPL19A-GFP yeast,100,100,102,97,101,103
ZTA DNA inh,6,9,1,-9,0,4

[31] O=C(NNC(=O)c1ccccc1-n1cccc1)c1ccc(Cl)nc1
[32] CC(=O)c1csc(-c2ccccc2)n1
[33] CCOc1ccc(NC(=O)CN(C)C(=O)CCCc2c[nH]c3ccccc23)cc1OCC
[34] Cc1ccc(Nc2nc(N)nc(CSc3nc(C)cc(C)n3)n2)cc1
[35] CCN(CC)CCCNC(=O)/C=C/C(=O)O
[36] CN1C(=O)c2ccccc2C(C(=O)NCc2ccco2)C1c1c[nH]c2ccccc12 (stereo unspecified)

compound no.,31,32,33,34,35,36
MEP2 TOR yeast,104,109,103,110,100,100
AHR activator,7,3,11,45,2,11
procasp3 activ,-1,2,-1,-6,-21,7
EBNA-1 inhibitor,x,-4,-11,-6,15,-2
LAP4-GFP MLPCN,102,88,111,105,116,99
procasp7 counter,3,6,5,-9,-19,6
RPL19A-GFP yeast,104,98,102,105,99,103
ZTA DNA inh,2,5,0,-4,0,-19

The last four records of the section before lead into the next.
[33] CCOc1ccc(NC(=O)CN(C)C(=O)CCCc2c[nH]c3ccccc23)cc1OCC
[34] Cc1ccc(Nc2nc(N)nc(CSc3nc(C)cc(C)n3)n2)cc1
[35] CCN(CC)CCCNC(=O)/C=C/C(=O)O
[36] CN1C(=O)c2ccccc2C(C(=O)NCc2ccco2)C1c1c[nH]c2ccccc12 (stereo unspecified)
[37] O=C(c1ccc2ccccc2n1)N1CCN(c2ccccc2)CC1
[38] Cc1ncc(C[n+]2csc(C)c2C)c(N)n1
[39] Cc1cccc(C)c1NC(=O)CNC(=O)CN1C(=O)NC2(CCc3ccccc32)C1=O (stereo unspecified)
[40] CC(C)CC1NC(=O)c2ccccc2-n2c1nc1ccccc1c2=O (stereo unspecified)
[41] Cc1oc(-c2cccs2)nc1CNC[C@H]1O[C@@H](n2cnc3c(N)ncnc32)[C@H](O)[C@@H]1O
[42] O=[N+]([O-])c1ccc(/C=N/n2c(CO)nc3ccccc32)s1

compound no.,33,34,35,36,37,38,39,40,41,42
MEP2 TOR yeast,103,110,100,100,104,97,102,94,93,106
AHR activator,11,45,2,11,3,0,1,2,0,29
procasp3 activ,-1,-6,-21,7,4,2,2,2,5,2
EBNA-1 inhibitor,-11,-6,15,-2,1,4,x,x,x,4
LAP4-GFP MLPCN,111,105,116,99,102,103,99,98,87,98
procasp7 counter,5,-9,-19,6,-4,3,-13,-2,14,2
RPL19A-GFP yeast,102,105,99,103,99,94,102,99,94,102
ZTA DNA inh,0,-4,0,-19,8,4,-3,x,x,8

[43] O=C1CC(c2ccc(Cl)c([N+](=O)[O-])c2)c2ccc3ccccc3c2N1 (stereo unspecified)
[44] CC1(C)CC(=O)c2cc(C(=O)NCc3ccco3)c(=O)n(-c3ccccc3)c2C1
[45] CCCN(CC(=O)Nc1ccccc1C)C(=O)c1ccc(N2CCCC2)c([N+](=O)[O-])c1
[46] COc1ccccc1N1CCN(C(=O)c2c(C)noc2C)CC1
[47] O=c1c2ccc([N+](=O)[O-])cc2ncn1Cc1ccccc1C(F)(F)F
[48] CNC(=S)N1N=C(c2ccc(C)cc2)CC1c1ccc(Cl)cc1 (stereo unspecified)

compound no.,43,44,45,46,47,48
MEP2 TOR yeast,106,91,108,95,107,101
AHR activator,4,1,1,-1,0,1
procasp3 activ,0,-6,10,-1,1,-1
EBNA-1 inhibitor,-5,-4,-3,0,-12,-9
LAP4-GFP MLPCN,92,84,107,112,95,107
procasp7 counter,4,-5,1,3,4,-2
RPL19A-GFP yeast,104,88,106,99,107,102
ZTA DNA inh,-18,-4,-1,5,-5,0

[49] COc1ccc(S(=O)(=O)Nc2ccccc2C(F)(F)F)cc1
[50] Cc1cc(Br)ccc1NC(=O)CN(C)C(=O)c1ccc(-n2cncn2)c([N+](=O)[O-])c1
[51] CCN(CC)CCOC(=O)c1ccc(NC(=O)CCNC(=O)Cn2ccc3ccccc3c2=O)cc1
[52] O=C(CCc1nc2ccccc2c(=O)[nH]1)OCc1ccccc1F
[53] CCOc1ccc(C2=CSC3=NCCN23)cc1[N+](=O)[O-]
[54] CC(C)NC(=O)C(=O)NC1CCCCCC1

compound no.,49,50,51,52,53,54
MEP2 TOR yeast,100,97,97,110,99,101
AHR activator,-1,3,-1,-2,26,1
procasp3 activ,6,-4,-3,5,1,-5
EBNA-1 inhibitor,1,x,8,5,-17,6
LAP4-GFP MLPCN,100,100,94,106,96,95
procasp7 counter,0,-10,-1,11,6,4
RPL19A-GFP yeast,103,102,99,103,101,103
ZTA DNA inh,1,-11,11,-4,-15,5

[55] CNc1nc(C)nc(N/N=C/c2ccccc2)n1
[56] O=S(=O)(NC1CC2CCC1C2)c1ccc(Cl)cc1 (stereo unspecified)
[57] COC(=O)CCC(=O)NNC(=O)c1cccc(Cl)c1
[58] CCOc1ccc(N2C=Nc3ccc(OCC)cc3C2)cc1
[59] COc1nc(Nc2ccc([N+](=O)[O-])cc2)nc(NC(C)C)n1
[60] CCN1C(=O)c2cccc3c(S(=O)(=O)Nc4ccc(O)c(C(=O)O)c4)ccc1c23
[61] COc1ccc(-n2nc(C)c3sc(C)nc3c2=O)cc1

compound no.,55,56,57,58,59,60,61
MEP2 TOR yeast,100,104,98,u,106,103,92
AHR activator,18,0,0,25,3,-2,4
procasp3 activ,2,3,7,-4,2,4,1
EBNA-1 inhibitor,-2,16,3,0,0,-3,2
LAP4-GFP MLPCN,92,91,96,u,91,93,113
procasp7 counter,-1,2,3,-1,2,-3,0
RPL19A-GFP yeast,97,101,98,u,97,101,102
ZTA DNA inh,-8,-10,5,14,12,-16,8

Quoted at random: 6 compounds from above, in no set order.
[60] CCN1C(=O)c2cccc3c(S(=O)(=O)Nc4ccc(O)c(C(=O)O)c4)ccc1c23
[57] COC(=O)CCC(=O)NNC(=O)c1cccc(Cl)c1
[58] CCOc1ccc(N2C=Nc3ccc(OCC)cc3C2)cc1
[55] CNc1nc(C)nc(N/N=C/c2ccccc2)n1
[56] O=S(=O)(NC1CC2CCC1C2)c1ccc(Cl)cc1 (stereo unspecified)
[59] COc1nc(Nc2ccc([N+](=O)[O-])cc2)nc(NC(C)C)n1

compound no.,60,57,58,55,56,59
MEP2 TOR yeast,103,98,u,100,104,106
AHR activator,-2,0,25,18,0,3
procasp3 activ,4,7,-4,2,3,2
EBNA-1 inhibitor,-3,3,0,-2,16,0
LAP4-GFP MLPCN,93,96,u,92,91,91
procasp7 counter,-3,3,-1,-1,2,2
RPL19A-GFP yeast,101,98,u,97,101,97
ZTA DNA inh,-16,5,14,-8,-10,12
